# NPSR antag = antagonists of human neuropeptide S receptor cAMP signaling | Q6W5P4 | CHO-NPSR cells, cAMP TR-FRET, antagonist mode | Potency, µM (doses to about 38.3 µM), inactives show at the highest dose activity change, negative = inhibition, most hits filed as inhibitors | 220,000 tested, 1% active | AID 1461; also: potency is read from the fitted curve at half-maximal effect; % is scaled to controls: 0 for no effect and ±100 for the full control effect; nearly all actives have a fitted effect of over 50% in size; many of its hits are not listed in these tables
# CBFb RUNX1 block = inhibitors of human CBF-beta and RUNX1 interaction; AlphaScreen CBFb-His/RUNX1-biotin binding, biochemical; Potency, µM (doses to about 59.8 µM), for the others: at the highest dose activity, negative = inhibition, most hits filed as inhibitors; 230,000 tested, under 10 active; AID 1477; also: % of control where 0% means no effect
#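 Room-temperature protein-protein interaction test with 30 nM each of His-tagged CBF-beta and biotinylated RUNX1, 15 min with compound, then 90 min with nickel plus streptavidin beads. Signal read in AlphaScreen mode.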
# Epigenetic reg = regulators of epigenetic silencing causing reporter derepression in mouse cells; murine LDR cells, GFP reporter derepression, 30 h; Potency, µM (series often up to 53.9 µM), without a hit: at the highest dose GFP activation, hits mostly activators; 280,000 tested, 0.2% active; also: potency is read from the fitted curve at half-maximal effect; % of control where 0% means no effect; nearly all actives have a fitted effect of over 60% in size
#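 In this reporter-derepression format, murine cells bearing a silenced integrated CMV-GFP locus incubate with test compound (30 h, 37 C), then are washed and imaged; fluorescent objects of 20–120 um count as induced cells.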
# HttQ103 aggreg = inhibitors of mutant huntingtin aggregate formation in PC12 cells. Potency, µM (series often up to 46.1 µM), inactives show top-dose activity change, negative = inhibition, hits mostly inhibitors. PC12 HttQ103-GFP aggregates, Acumen cytometry, 40 h. 220,000 tested, 1.1% active. AID 1688; also: potency is read from the fitted curve at half-maximal effect; % is scaled to controls: 0 for no effect and ±100 for the full control effect; nearly all actives have a fitted effect of over 60% in size
#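 Aggregate formation scored by laser-scanning cytometer (488 excitation, 500–530 emission) in lysed PC12 cells expressing Q103-GFP after 100 nM tebufenozide induction; library tested in dose series, with ATPLite reagent added in the multiplex.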
# Luc counter = blocks Kinase-Glo luciferase, a counter-screen artifact. Potency, µM (series often up to 38.3 µM), without a hit: at the top dose activity change, negative = inhibition, hits mostly inhibitors. 200,000 tested, 0.28% active. AID 1379. Kinase-Glo luciferase, ATP luminescence, 8 min. Q27757; also: potency is read from the fitted curve at half-maximal effect; % is scaled to controls: 0 for no effect and ±100 for the full control effect; nearly all actives have a fitted effect of over 60% in size
#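 Light output from Kinase-Glo luciferase with luciferin and 10 uM ATP in 50 mM imidazole pH 7.2, KCl, MgCl2, Tween 20, BSA; compound pin-delivered, 8-min ambient incubation, then luminescence read.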
# IMPase Li inh = cell-permeable IMPase inhibitors with lithium potentiation | Potency, µM (doses to about 59.4 µM), without a hit: at the highest dose activity, negative = IMPase inhibition, actives largely listed as inhibitors | 210,000 tested, 0.35% active | CHO-M1 cells, IP1 TR-FRET (IP-One), carbachol + lithium;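 also: IP1 builds up when IMPase is blocked and the TR-FRET signal falls; potency is read from the fitted curve at half-maximal effect; plate controls were basal vehicle for no effect and high inhibitor control for full effect; nearly all actives have a fitted effect of over 50% in size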
#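 Readout is a homogeneous TR-FRET IP1 immunoassay (Ex 320, Em 665 and 620), where raised cytosolic IP1 lowers signal. Cells were CHO-M1 treated 30 min at 37C with test compounds plus a little lithium; AC50 values came from Hill-equation fitting.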
# L3MBTL1 inh = L3MBTL1 (human) inhibition; Q9Y468; AlphaScreen L3MBTL1–H3K9me1 peptide binding; Potency, µM (top dose mostly 57.1 µM), for inactives: at the top dose activity, negative = inhibition, most hits filed as inhibitors; 230,000 tested, 0.66% active; AID 485360; also: potency is read from the fitted curve at half-maximal effect; % is scaled to controls: 0 for no effect and ±100 for the full control effect; nearly all actives have a fitted effect of over 60% in size
# Target sequence (Q9Y468 whole entry, looked up): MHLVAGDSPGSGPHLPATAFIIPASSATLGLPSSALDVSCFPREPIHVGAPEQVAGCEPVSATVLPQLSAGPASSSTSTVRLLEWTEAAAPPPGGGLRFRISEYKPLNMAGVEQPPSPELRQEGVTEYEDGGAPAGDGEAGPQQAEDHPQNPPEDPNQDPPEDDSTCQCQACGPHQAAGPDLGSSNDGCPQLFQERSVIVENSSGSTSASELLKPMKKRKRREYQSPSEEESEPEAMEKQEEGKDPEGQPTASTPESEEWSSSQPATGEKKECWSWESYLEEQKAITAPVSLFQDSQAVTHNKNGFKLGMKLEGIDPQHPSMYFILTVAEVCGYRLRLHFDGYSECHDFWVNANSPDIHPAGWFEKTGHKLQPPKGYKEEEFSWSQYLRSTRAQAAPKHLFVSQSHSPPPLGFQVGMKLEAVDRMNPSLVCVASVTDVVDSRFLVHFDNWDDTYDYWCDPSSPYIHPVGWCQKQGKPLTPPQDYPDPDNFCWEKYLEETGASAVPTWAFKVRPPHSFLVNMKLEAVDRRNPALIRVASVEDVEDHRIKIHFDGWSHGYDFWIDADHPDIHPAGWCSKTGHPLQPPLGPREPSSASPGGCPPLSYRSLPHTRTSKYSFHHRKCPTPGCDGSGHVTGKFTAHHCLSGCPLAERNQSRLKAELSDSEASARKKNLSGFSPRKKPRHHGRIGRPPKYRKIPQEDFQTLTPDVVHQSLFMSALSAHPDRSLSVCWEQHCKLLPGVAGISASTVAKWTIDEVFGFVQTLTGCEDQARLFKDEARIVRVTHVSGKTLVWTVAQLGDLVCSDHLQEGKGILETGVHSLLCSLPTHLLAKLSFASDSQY
#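 Displacement of a biotinylated histone H3(1-15) peptide monomethylated at Lys9 (75 nM) from L3MBTL1 (50 nM) was measured by AlphaScreen after a 30 min room-temperature compound incubation; cefsulodin titration served as intraplate control.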
# Numbers without * were called inactive; ? = inconclusive; / = not tested or not shown; & = joins results of further samples; [ ] = dose if it differs, or a comment. Calls follow the shape of the dose curve; as a rule, active = well fitted curve in the direction sought with a large enough effect; inconclusive = small, poorly fitted or top-dose-only effect, or another doubt; inactive = no such curve, though single readings can be large; an effect the other way counts as inactive or inconclusive.
canonical_smiles,NPSR antag,CBFb RUNX1 block,Epigenetic reg,HttQ103 aggreg,Luc counter,IMPase Li inh,L3MBTL1 inh
Cc1ccccc1-n1c(O)c(/C=N/Nc2nc3c(c(=O)n(C)c(=O)n3C)n2C)c(=O)[nH]c1=S,-1%,?,-1.3%,-7%,-6%,36%[activator],-11%
COc1ccc(CCN)cc1OC,18%,14%,-1.2%,-8%[9.22 µM],/,/,/
Cc1ccc(C2=NC(C)(C)N3C2C3c2ccc([N+](=O)[O-])cc2)cc1 (centres undefined),-12%,4%,-3.8%,-1%,-1%,7%,0%
Cc1ccc(S(=O)(=O)CC(C)(O)C(=O)Nc2cccc(C(F)(F)F)c2)cc1 (centres undefined),-10%[46.1 µM],3%,-2.3%,-1%,-1%,-13%[38.3 µM],2%
CC(=O)N(C1=NCCCS1)c1ccccc1F,-2%[46.1 µM],2%,-0.8%,7%,1%,7%[38.3 µM],?
C[C@@]12C=CC(=O)C=C1CCC1C2CC[C@]2(C)C(=O)CCC12 (some centres undefined),/,/,-2.9%,/,-2%,6%,/
CN(C)c1ccc(C(=O)c2ccc(N(C)C)cc2)cc1,-19%[46.1 µM],-11%,2.8%,10%[9.22 µM],-2%,30%[activator][38.3 µM],/
C=C(C)[C@]12C[C@@H](C)[C@@]34O[C@](Cc5ccccc5)(O[C@@H]1[C@@H]3C=C(COC(=O)Cc1ccc(O)c(OC)c1)C[C@]1(O)C(=O)C(C)=C[C@@H]41)O2,/,-13%,3.3%,/,1%[39.9 µM],4%,/
O=C(Cn1ncc2c3ccccc3n(Cc3ccccc3)c2c1=O)N1CCC2(CC1)OCCO2,0%[46.1 µM],-8%,5.0%,-4%,-2%,-13%[38.3 µM],-8%
Cc1nn(Cc2ccccc2)c(C)c1C(=O)OCC(=O)Nc1ccccc1SCC#N,-29%[46.1 µM],1%,?,16%,-3%,10%[38.3 µM],4%
CC(=O)c1c(C)n(Cc2ccccc2)c2ccc(O)cc12,-6%,-5%,-1.0%,-10%[9.22 µM],/,/,3%
CCCCC(=O)C1C(=O)NC(=O)NC1=O,-10%[46.1 µM],4%,-1.5%,3%,-4%,-6%[38.3 µM],-6%
CC12CCC3C(CC=C4CC5(CCC43C)OCCO5)C1CCC2=O (centres undefined),-6%,4%,-0.6%,-7%[9.22 µM],2%,-2%,24%
COc1ccc(-c2nnn(CC(=O)OC3CCCCC3)n2)cc1OC,-13%[46.1 µM],5%,-1.6%,?,/,/,3%
CCOc1cc(CNCCc2c[nH]c3ccccc23)cc(Cl)c1OCC,-26%,7%,4.5%,7%,-1%,2%,-11%
O=C(c1ccc(Cl)cc1)C1CCCN(Cc2ccc3c(c2)OCCO3)C1 (centres undefined),-7%,1%,2.7%,-10%[9.22 µM],-5%,20%,-23%
O=C1NC(=O)N(Cc2ccco2)C(=O)/C1=C/C=C/c1ccco1,?,/,?,2%[9.22 µM],/,/,/
Cn1cnc(CCN)c1,7%[46.1 µM],6%,-0.1%,/,-10%,10%,/
COc1ccc(OCC(=O)N2CCN(Cc3ccc4c(c3)OCO4)CC2)cc1,-6%,-6%,-1.1%,-4%[9.22 µM],-2%,5%,-2%
CCOc1ccc(C2SCC(=O)Nc3c2c(C)nn3C2CCOC(C)(C)C2)cc1 (centres undefined),-16%[46.1 µM],-4%,-0.3%,5%,-5%,9%[38.3 µM],/
Cc1ccsc1C(=O)C1CCCN(Cc2cnc(N3CCOCC3)s2)C1 (centres undefined),-22%,9%,-1.2%,6%[9.22 µM],/,11%,-13%
CC(=NCc1cccnc1)c1c(O)n(-c2ccccc2C)c(=O)[nH]c1=O,0%[46.1 µM],5%,-0.8%,8%,15%,24%[38.3 µM],/
CCCN1CCc2cccc3c2C1Cc1ccc(O)c(O)c1-3 (centres undefined),0%[46.1 µM],?,?,/,-13%,14%&9%,/
Nc1ccccc1C(=O)OCCc1ccccc1,/,?,/,/,/,3%,71%[activator]
CN1CCCC(C(=O)c2ccc(Cl)cc2)C1 (centres undefined),-2%,-3%,3.8%,-2%[9.22 µM],-2%,21%,-10%
Cc1ccc(S(=O)(=O)N2CCCCC2)cc1NC(=O)CN1CC=C(c2ccccc2)CC1,-7%,-11%,-1.9%,9%,0%,3%,-22%
O=[N+]([O-])c1ccc(N2CCNCC2)c2ncccc12,3%[46.1 µM],9%,-4.1%,18%,3%,43%[activator][38.3 µM],-7%
CN1CCN(c2nccc3c2ncn3C)CC1,-7%[46.1 µM],4%,-1.7%,0%,-1%,-7%[38.3 µM],-1%
COc1ccccc1C1C([N+](=O)[O-])=C(N)Oc2c1c(=O)oc1ccccc21 (centres undefined),-5%,3%,-1.2%,-27%[9.22 µM],/,/,/
C[N+]1(C)C2CCC1CC(OC(=O)C(CO)c1ccccc1)C2 (centres undefined),-12%[46.1 µM],11%&24%&2%,-0.1%&4.7%&3.8%,-3%,-1%&-3%&10%,34%&20%&15%,/
O=C(NC(Cc1cnc[nH]1)C(=O)O)c1ccccc1 (centres undefined),6%,7%,-1.5%,0%,0%,-2%,9%
CCC1(c2ccccc2)C(=O)NC(=O)N(C)C1=O (centres undefined),/,-3%,0.7%,5%,1%[39.9 µM],-3%,/
c1ccc(C2CC2)c(OCC2=NCCN2)c1,13%[46.1 µM],8%,-0.2%&1.9%&0.0%&-0.9%,21%,0%&1%,15%&14%&8%&22%,-5%
CCOC(=O)c1c(C)n(Cc2ccco2)c2c1cc(O)c1ccccc12,-11%[46.1 µM],3%,4.1%,18%,-3%,14%[38.3 µM],/
O=C(c1cc(C(=O)NCc2ccc(Cl)cc2)c(=O)n(Cc2ccc(Cl)cc2)c1)c1cc(F)ccc1O,-43%,2%,-2.0%,11%,-3%,6%,-18%
O=P1(Nc2cccnc2)COc2ccccc2OC1,5%[46.1 µM],-6%,-1.0%,10%,-3%,5%[38.3 µM],-4%
Cc1cc(OCc2ccc([N+](=O)[O-])cc2)c2c3c(c(=O)oc2c1)CCCC3,-10%[46.1 µM],2%,-1.4%,2%,-2%,9%[38.3 µM],2%
O=C(c1ccc(Cl)cc1)C1CCCN(Cc2ccc3ncccc3c2)C1 (centres undefined),-36%,2%,-1.6%,/,-3%,19%,-12%
O=[As](O)(O)c1ccc(N=Nc2ccc(O)cc2)cc1,10%,0%,12%,-18%[9.22 µM],-3%[7.66 µM],1%,-4%
Cc1ccsc1C(=O)C1CCCN(Cc2cccn2-c2ccccn2)C1 (centres undefined),32%,-2%,1.1%,-6%[9.22 µM],0%,14%,-9%
Nc1ccc2cc(Br)ccc2c1,26%,5%,1.0%,-25%,1%,-15%,/
COc1cc2c(cc1OC)[C@@]13CCN4CC5=CCOC6CC(=O)N2C1[C@H]6[C@@H]5C[C@@H]43 (some centres undefined),/,13%,-1.3%,18%,2%,0%,/
COc1ccc(-n2c(O)c(C=NCc3ccc4c(c3)OCO4)c(=O)[nH]c2=O)cc1,10%,5%,-0.7%,-5%[9.22 µM],/,/,/
C1=C(c2c[nH]c3ccccc23)CCN(Cc2ccccc2)C1,-5%,-2%,-0.2%,?,/,15%,/
Cc1cc(C)c(C(=O)CN2CCOCC2)c(C)c1,19%[46.1 µM],9%,3.9%,-9%,-2%,25%[38.3 µM],1%
c1cncc(C2Nc3cccc4cccc(c34)N2)c1,-17%,13%,6.2%,11%[9.22 µM],/,/,/
CNc1cc(N2CCNCC2)ccc1[N+](=O)[O-],-8%,7%,-0.6%,18%,0%,3%,4%
COc1ccc(Oc2cc(NC(=O)c3nn(C)cc3[N+](=O)[O-])cc([N+](=O)[O-])c2)cc1,?,-9%,2.7%,?,-7%,6%[38.3 µM],/
CCN(CC)CCCN=C(C)c1c(O)n(-c2ccc(C)cc2)c(=O)[nH]c1=O,12%[7.67 µM],-1%,-2.8%,-3%,-1%,2%[38.3 µM],-2%
CC1OC(NCCc2ccccc2)C(O)C(O)C1O (centres undefined),3%[46.1 µM],-2%,2.0%,-19%,0%,1%,-5%

# Some of these compounds in order of formula weight, rising.
canonical_smiles,NPSR antag,CBFb RUNX1 block,Epigenetic reg,HttQ103 aggreg,Luc counter,IMPase Li inh,L3MBTL1 inh
CNc1cc(N2CCNCC2)ccc1[N+](=O)[O-],-8%,7%,-0.6%,18%,0%,3%,4%
CCC1(c2ccccc2)C(=O)NC(=O)N(C)C1=O (centres undefined),/,-3%,0.7%,5%,1%[39.9 µM],-3%,/
O=[As](O)(O)c1ccc(N=Nc2ccc(O)cc2)cc1,10%,0%,12%,-18%[9.22 µM],-3%[7.66 µM],1%,-4%
CCOC(=O)c1c(C)n(Cc2ccco2)c2c1cc(O)c1ccccc12,-11%[46.1 µM],3%,4.1%,18%,-3%,14%[38.3 µM],/
O=C(c1ccc(Cl)cc1)C1CCCN(Cc2ccc3ncccc3c2)C1 (centres undefined),-36%,2%,-1.6%,/,-3%,19%,-12%
CCN(CC)CCCN=C(C)c1c(O)n(-c2ccc(C)cc2)c(=O)[nH]c1=O,12%[7.67 µM],-1%,-2.8%,-3%,-1%,2%[38.3 µM],-2%
COc1cc2c(cc1OC)[C@@]13CCN4CC5=CCOC6CC(=O)N2C1[C@H]6[C@@H]5C[C@@H]43 (some centres undefined),/,13%,-1.3%,18%,2%,0%,/
COc1ccc(Oc2cc(NC(=O)c3nn(C)cc3[N+](=O)[O-])cc([N+](=O)[O-])c2)cc1,?,-9%,2.7%,?,-7%,6%[38.3 µM],/

# Additional results:
canonical_smiles,NPSR antag,CBFb RUNX1 block,Epigenetic reg,HttQ103 aggreg,Luc counter,IMPase Li inh,L3MBTL1 inh
CCCCCCCCOC(=O)c1ccccc1C(=O)OCCCCCCCC,/,24%[21.7 µM],/,-8%,/,3%,/
CCN(CC)S(=O)(=O)c1ccc(C)c(NCC(=O)Nc2ccc(C#N)c(Cl)c2)c1,3%,-2%,0.0%,?,1%,13%,-1%
NCC(O)c1cc(O)c(O)cc1F (centres undefined),?,/,-0.2%,/,-4%,9%,?
C=C(C)[C@H]1CN[C@H](C(=O)O)[C@@H]1CC(=O)O,/,4%[21.7 µM],-1.4%,/,0%,9%,/
COc1cc(CN=C(C)c2c(O)n(C)c(=O)n(C)c2=O)cc(OC)c1,-3%,7%,-1.3%,-8%[9.22 µM],/,/,5%

# Only part of the results is shown; count on the stated rates, not on these rows.
